From PubChem
pPAFAH inh: pPAFAH enzyme inhibitors, primary screen, biochemical, fluorescence polarization, human. recombinant pPAFAH, FP-rhodamine probe fluorescence polarization. inhibition, % at 3.39 µM. 1.5% of 330,000 active. AID 463082, 2010;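 active = inhibition above the mean inhibition across the screen plus 3 SD, cut at about 25% in these data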;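 note: inhibitors block binding of the rhodamine activity-based probe so polarization drops; 0% = enzyme with DMSO and 100% = wells lacking pPAFAH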
LYPLA2 counter: LYPLA2 inhibitors, primary screen, counter-screen for PME1 inhibitor project, biochemical, fluorescence polarization, FP-Rh probe ABPP | Acyl-protein thioesterase 2 (Homo sapiens), O95372 | recombinant LYPLA2 | inhibition, % at 5.9 µM | 0.38% of 320,000 active | AID 2177, 2009;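 active = inhibition above the screen-wide mean plus 3 SD, limit set per campaign, cut at about 26% in these data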;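 note: 0% = LYPLA2 with DMSO and 100% = wells lacking LYPLA2 enzyme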
Target sequence (O95372 whole entry, looked up): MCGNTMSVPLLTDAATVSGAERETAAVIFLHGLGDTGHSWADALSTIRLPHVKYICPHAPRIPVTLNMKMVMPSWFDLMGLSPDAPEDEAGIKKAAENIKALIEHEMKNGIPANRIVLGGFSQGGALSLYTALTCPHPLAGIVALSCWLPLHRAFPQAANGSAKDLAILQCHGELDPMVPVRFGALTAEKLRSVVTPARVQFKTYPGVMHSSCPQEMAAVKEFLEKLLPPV
LYPLA1 counter: LYPLA1 inhibitors, primary screen, counter-screen for PME1 inhibitor project, biochemical, fluorescence polarization, FP-Rh probe ABPP. recombinant LYPLA1. inhibition, % at 5.9 µM. Acyl-protein thioesterase 1 (Homo sapiens), O75608. 0.16% of 320,000 active;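 active = inhibition above the mean of all tested compounds plus 3 SD, set per campaign, cut at about 14% in these data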;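 note: inhibitors block serine hydrolase probe labeling of LYPLA1 so polarization falls; 0% = enzyme with DMSO and 100% = wells lacking LYPLA1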
Target sequence (O75608 whole entry, looked up): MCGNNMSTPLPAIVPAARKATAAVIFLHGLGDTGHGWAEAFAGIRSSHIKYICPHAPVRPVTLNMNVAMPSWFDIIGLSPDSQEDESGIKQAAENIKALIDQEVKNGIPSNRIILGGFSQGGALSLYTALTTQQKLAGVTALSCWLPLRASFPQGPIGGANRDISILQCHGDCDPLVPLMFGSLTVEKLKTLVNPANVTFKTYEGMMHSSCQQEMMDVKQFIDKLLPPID
PAD4 inh: human PAD4 inhibitors, primary screen, biochemical, fluorescence polarization, 1536-well format. Protein-arginine deiminase type-4 (Homo sapiens), Q9UM07. recombinant PAD4, RCA probe fluorescence polarization. inhibition, % at 6.36 µM. 0.41% of 330,000 active;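 active = percent inhibition above a cutoff equal to the mean of all tested compounds plus 3 SD, cut at about 15% in these data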;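 note: 0% = PAD4 with RCA probe and DMSO and 100% = probe without PAD4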
PAFAH1B3 FP inh: PAFAH1B3 enzyme inhibitors, primary screen, biochemical, fluorescence polarization, human | Platelet-activating factor acetylhydrolase IB subunit alpha1 (Homo sapiens), Q15102 | recombinant PAFAH1B3, FP-rhodamine probe | inhibition, % at 3.39 µM | 0.28% of 340,000 active;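 active = inhibition above the screen-wide average of all tested compounds plus 3 SD, cut at about 25% in these data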;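 note: 0% = enzyme with DMSO only and 100% = wells lacking PAFAH1B3 protein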
Target sequence (Q15102 whole entry, looked up): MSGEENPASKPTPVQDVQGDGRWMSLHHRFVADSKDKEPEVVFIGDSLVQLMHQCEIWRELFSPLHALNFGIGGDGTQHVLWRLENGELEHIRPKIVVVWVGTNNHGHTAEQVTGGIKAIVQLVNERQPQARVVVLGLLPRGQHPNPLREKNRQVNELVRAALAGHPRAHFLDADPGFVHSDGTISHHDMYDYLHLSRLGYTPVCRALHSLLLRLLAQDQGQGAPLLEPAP
GSTO1 counter: inhibitors of recombinant GSTO1, primary screen, counter-screen for RBBP9 inhibitor project, biochemical, fluorescence polarization; Glutathione S-transferase omega-1 (Homo sapiens), P78417; activity-based probe fluorescence polarization; inhibition, % at 5.96 µM; 1.1% of 300,000 active; AID 1974, 2009;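 active = inhibition above the campaign mean inhibition plus 3 SD, cut at about 35% in these data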;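 note: 0% = GSTO1-1 with DMSO and 100% = wells lacking GSTO1-1 enzyme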
PAFAH1B2 FP inh: PAFAH1B2 enzyme inhibitors, primary screen, biochemical, fluorescence polarization, human; Platelet-activating factor acetylhydrolase IB subunit alpha2 (Homo sapiens), P68402; recombinant PAFAH1B2, FP-rhodamine activity probe; inhibition, % at 3.39 µM; 1.2% of 340,000 active; AID 492953, 2010;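 active = inhibition above the mean of all tested compounds plus 3 SD, cut at about 24% in these data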;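 note: 0% = enzyme with DMSO and 100% = wells lacking PAFAH1B2; many of its hits are not listed in these tables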
Target sequence (P68402 whole entry, looked up): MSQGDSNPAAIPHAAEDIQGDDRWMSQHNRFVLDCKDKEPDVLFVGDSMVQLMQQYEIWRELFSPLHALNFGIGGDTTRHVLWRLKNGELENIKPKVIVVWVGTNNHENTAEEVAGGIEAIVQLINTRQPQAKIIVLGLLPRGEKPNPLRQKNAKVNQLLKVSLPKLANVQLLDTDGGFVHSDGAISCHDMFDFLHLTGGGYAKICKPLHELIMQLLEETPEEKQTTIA
PAFAH2 inh: PAFAH2 enzyme inhibitors, primary screen, biochemical, fluorescence polarization, human | Platelet-activating factor acetylhydrolase 2, cytoplasmic (Homo sapiens), Q99487 | recombinant PAFAH2, FP-rhodamine activity probe | inhibition, % at 3.39 µM | 0.99% of 340,000 active | AID 492956, 2010;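 active = inhibition above the mean over all tested compounds plus 3 SD, cut at about 30% in these data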;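 note: inhibitors block probe labeling of enzyme so polarization drops; 0% = enzyme with DMSO and 100% = wells lacking PAFAH2 protein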
PREPL inhibitor: PREPL enzyme inhibitors, primary screen, biochemical, fluorescence polarization; Prolyl endopeptidase-like (Homo sapiens), Q4J6C6; recombinant PREPL, fluorescence polarization activity-based probe; inhibition, % at 5.96 µM; 0.68% of 320,000 active; AID 2751, 2010; in the data active = inhibition above about 43%;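 note: 0% = enzyme with DMSO and 100% = wells lacking enzyme; many of its hits are not listed in these tables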
* = called active by the depositor; · = no result given.

Results follow in this order: PAFAH2 inh, pPAFAH inh, PAFAH1B2 FP inh, LYPLA1 counter, GSTO1 counter, PAD4 inh, LYPLA2 counter, PAFAH1B3 FP inh, PREPL inhibitor
N#Cc1ccccc1S(=O)(=O)N1CCN(c2ccc(S(=O)(=O)N3CCOCC3)cn2)CC1
    5, 5, 5, -1, -5, 4, 5, 8, 6
CC(C)CSc1nc2ccccc2n1CC(=O)O
    -7, 4, 2, 1, -1, 0, 0, 5, 1
O=C(Cc1ccc(-c2ccccc2)cc1)N1CCOCC1
    3, -4, 2, 3, 1, 1, 3, -3, -8
COC(=O)C1CCN(C2CC(=O)N(c3cc(C)cc(C)c3)C2=O)CC1 (stereo unspecified)
    1, -3, -2, 2, 7, 0, -2, -10, 9
O=[N+]([O-])c1cccc(-c2ccc(SCc3ccccn3)nn2)c1
    -9, 8, -2, 2, 3, -3, 7, 1, 10
Cc1ccc(N(CC(=O)NC2CCCC2)C(=O)CNC(=O)c2cccs2)cc1F
    8, -7, 4, -6, 3, -2, -5, 10, -3
CCCCC1=NN(C(=O)c2ccncc2)C(O)(C(F)(F)F)C1 (stereo unspecified)
    ·, 6, ·, 5, 2, -4, 2, ·, -2
COc1ccc(NC(=S)N2CCc3ccccc32)cc1OC
    1, 3, -2, 4, 9, -7, 6, 0, 19
CCCc1cc(=O)oc2c(C)c(OCC(=O)NCCCn3ccnc3)ccc12
    -7, 4, 1, 2, -1, 1, 5, 2, 5
Cn1c(=O)oc2cc(S(=O)(=O)N3CCN(Cc4ccc5c(c4)OCO5)CC3)ccc21
    -1, 1, 7, -2, -5, -5, 6, 4, 6
O=C(COC(=O)c1ccc(Cl)nc1)Nc1ncc(Cl)cc1Cl
    6, 2, 2, -3, 16, 5, -4, 9, 6
Cc1ccccc1CN(c1ccc(C(=O)N/N=C/c2ccc(OCC(N)=O)cc2)cc1)S(C)(=O)=O
    -7, 4, 1, -10, -7, -3, -6, 8, -6
O=C(NCc1ccc(Cl)cc1)c1ccc2ccccc2n1
    -2, -1, 9, -4, -8, 2, -6, 5, -11
CC1=C(C)CC(C(=O)Nc2nc(C)cs2)C(C(=O)O)C1 (stereo unspecified)
    3, -1, -3, -1, 2, 6, 1, 11, -5
O/N=C/c1cc(Br)ccc1OCc1ccccc1F
    -5, 19, -4, -3, -5, -1, -6, 5, -52
COc1ccc(C(=O)COC(=O)CCN2C(=O)[C@@H]3[C@H](C2=O)[C@@H]2C[C@H]3C(Br)C2Br)cc1 (stereo partly specified)
    10, 13, 6, 0, -8, -7, 2, 1, 17
CC1CCCC(NC(=O)CCS(=O)(=O)c2ccc3c(c2)NC(=O)CS3)C1C (stereo unspecified)
    3, 9, 13, 1, 3, 2, -1, 5, 2
O=C(Nc1cccc(-c2nc3ccccc3[nH]2)c1)c1ccccn1
    1, -2, -7, -7, -9, 0, -11, -2, -1
c1ccc(-n2cnc3ccccc32)cc1
    0, 3, 5, 7, -1, -1, 7, 6, -9
Cc1ccc(-c2csc3nc4ccc(C(=O)NCCO)cc4c(=O)n23)cc1
    -3, 2, 4, -3, 1, -1, -2, 0, 7
CCOC(=O)N1CCN(c2ncnc3c2[nH]c2ccc(F)cc23)CC1
    -10, 10, 8, -1, -1, -2, -3, 9, 18
C=CCC1(NC(C)c2ccccc2)CCCCC1 (stereo unspecified)
    2, -7, -1, -4, 9, 5, 1, 8, 19
CC(C)(C)c1ccc(S(=O)(=O)N2CCSC2)cc1
    2, 3, 5, -2, 0, -3, -7, -2, -6
O=C1CN(c2ccccc2F)C(=O)CN1c1ccccc1F
    15, 4, 7, -1, 1, -1, -3, -1, -1
Nc1ccc(-c2nc3cc([N+](=O)[O-])ccc3o2)cc1
    1, -2, 2, 2, 2, -3, 1, 5, 6
Cc1ccc(-c2cc(C(F)F)n3ncc(C(=O)N4CCN(c5cccc(C)c5C)CC4)c3n2)cc1
    1, 1, 6, -3, 6, -3, -1, 9, -4
CC(=O)c1sc(NC(=O)c2ccc3c(c2)OCO3)nc1C
    0, -1, 2, -3, 4, 0, -1, 8, 8
Nc1nc(SCc2ccc(Cl)cc2Cl)nc2nc3c(cc12)CCCC3
    1, -2, -4, -3, -2, -6, -6, -8, -8
CCC1(C)Cc2c(sc3c2c2ncnn2c2nnc(SCC(=O)NCc4ccco4)n32)CO1 (stereo unspecified)
    6, 0, 4, 5, 11, -7, 1, 3, 14
CCn1c(SCC(=O)NC(=O)Nc2ccc3c(c2)OCCO3)nnc1-c1cccs1
    -3, -1, -2, 0, -10, -9, -1, 8, 0
C/C(=N\NC(=S)NC(C)C)c1ccc(Cl)c([N+](=O)[O-])c1
    0, 1, 7, 4, 4, 5, 8, 7, -4
CC(=O)c1cc(-c2ccc(F)cc2)n(CCC(=O)Nc2cccc(C)n2)c1C
    0, 6, -4, -1, 4, -5, -4, 2, 1
Cc1ccc(S(=O)(=O)N(C)c2ccc(OC(=O)c3ccc(=O)[nH]c3)cc2)cc1
    11, 4, -1, -1, 5, -1, 7, 2, 1
CCOC(=O)c1cccnc1SCC(=O)NCc1ccccc1
    1, 4, 3, 4, 0, -3, 1, 6, 9
COc1ccc(C(=O)NCCN2CCOCC2)cc1[N+](=O)[O-]
    3, 5, 3, 1, 5, 0, 3, 15, 0
C=CCNc1nc(Nc2ccc(Cl)cc2)nc(OC)n1
    -8, 7, 3, -7, -4, -6, -5, -1, 7
Cc1nn(C)cc1NC(=O)CCSc1nc(-c2ccco2)cc(C(F)(F)F)n1
    2, 6, 4, 2, 1, -6, 9, 7, 13
COC(=O)c1sc(N2CCCCC2)c(C#N)c1N
    -2, 3, 5, 0, -3, 2, -1, 4, 7
S=c1nc(Cc2ccc(Cl)cc2)[nH]c2ccccc12
    ·, -2, ·, -1, -7, 2, 1, ·, -6
CCOC(=O)C1CCCN(Cc2ccccc2F)C1 (stereo unspecified)
    5, 2, 1, 1, 1, -1, -1, -2, 7
COc1cc(C2NC(=O)NC(C)=C2C(=O)OC2CCCC(C)C2)ccc1O (stereo unspecified)
    4, 4, 4, -4, -10, 0, 4, -3, -3
S=C(c1ccc(N2CCCC2)c(Br)c1)N1CCCCC1
    -4, 8, 3, 0, 8, 4, 15, 1, 15
CC(=O)Nc1ccc(NC(=O)C2CC(=O)N(c3cccc(C)c3C)C2)cc1 (stereo unspecified)
    -2, 3, 5, 1, 5, -1, 4, 8, 14
COCCCNC(=O)c1ccc(Cn2c(=O)c3ccccc3n(Cc3cc(C)ccc3C)c2=O)cc1
    -3, 2, -4, -4, 2, 1, -1, 1, -18
Cc1ccccc1N1CCN(S(=O)(=O)N(C)C)CC1
    2, 2, 9, -2, 2, 0, 2, 6, -5
COc1ccc(OCC#CCN2CC(C)OC(C)C2)cc1 (stereo unspecified)
    3, 1, 12, -4, 2, 1, -1, 12, 1
CCOC(=O)Cn1nc(NC(=O)c2ccc3c(c2)OCO3)cc1C
    -1, 4, 10, -2, 3, 0, 1, 10, -1
Cc1ccc(CCNC(=O)C2CCCN(S(=O)(=O)c3cccc4nsnc34)C2)cc1 (stereo unspecified)
    2, 6, 16, 1, 4, -5, -1, 2, 3
Cc1ccc(S(=O)(=O)CCC(=O)Nc2ccc(F)cc2)cc1
    3, 6, 10, 0, 4, -4, -3, 9, 0
OCC1(CC2CCCCO2)CCN(Cc2nc3ccccc3[nH]2)CC1 (stereo unspecified)
    2, -7, 3, 0, 12, -1, -2, 6, 8
COC(=O)C(Cc1ccccc1)NCC(=O)Nc1cccc(Cl)c1C (stereo unspecified)
    5, 0, 5, -1, 7, -3, 6, 1, 4
O=C(/C=C/c1ccc(Cl)cc1Cl)NCCN1CCOCC1
    -1, 4, 1, 4, -9, 3, 8, 4, 2
CC(=O)c1ccc2c3c(cccc13)C(=O)N(CCc1ccccc1)C2=O
    12, 1, 3, 2, 3, -12, 1, -2, 23
O=c1c(/C=N/N2CCOCC2)c(C(F)(F)F)[nH]n1-c1ccccc1
    8, 2, 3, -1, -4, -4, -2, 2, -2
COc1ccccc1NC(=O)Cn1cnc2sc(C(=O)Nc3ccc(OC)c(OC)c3)c(C)c2c1=O
    -3, 2, -1, -4, -3, -7, 20, 1, -3
C/C(CC(=O)c1ccccc1)=N\NC(=O)CC#N
    5, 0, 1, 3, 10, 1, 6, 1, -6
CCOC(=O)c1c(C)[nH]c(C)c1C(=O)CSc1nnc(-c2ccc(OC(F)F)cc2)o1
    -4, 3, -3, 0, 3, -3, 2, -1, -4
Cc1nnc(N/N=C/c2ccccc2O)n1N
    -1, -3, 0, 0, 72*, 41*, 3, 7, 20
CCOc1ccccc1-c1nc(-c2ccncc2)no1
    -11, 6, 6, -3, 4, 4, 1, 9, -3
COC(=O)/C=C/C(=O)N1CCN(c2ccccc2C)CC1
    7, 2, 4, -3, 6, 2, -2, -1, 14
O=C(NCc1ccc(Cl)cc1)C1CCN(S(=O)(=O)c2ccc(F)cc2)CC1
    -3, 2, 8, -3, -1, -4, -7, 1, -7
CCN1CCN(c2nc3ccccc3n3cnnc23)CC1
    -1, -4, 5, -2, 0, 3, 5, 5, 13
COc1c(S(=O)(=O)NCCCN2CCOCC2)ccc(Cl)c1Cl
    -1, -1, 2, 0, 1, 0, 3, 0, -10

The list is partial; count on the stated rates, not on these rows.
